High-throughput results: PubChem, National Center for Advancing Translational Sciences (NCATS)
Coupling enz – inhibits coupling enzyme system, counter-screen for aldolase hits | coupling enzyme system counterscreen, AmpLite Red fluorescence | activity change, negative = inhibition, % at 58.2 µM, hits read low | hit rate 0.67% among 290,000 | AID 2472; in the data active = activity change below about -30%; note: % is set by controls: 0 for no effect and ±100 for the full control effect
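Compounds tested against the coupling enzymes alone at 57.5 uM final; readout was AmpLite Red fluorescence (525/598 nm) after 20 min at RT.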
Menin-MLL TR inh – menin-MLL binding inhibition, Texas Red mutant peptide | O00255 | hit rate 0.23% among 270,000 | Menin + Texas Red MLL mutant peptide, fluorescence polarization | Potency, µM (top dose mostly 61.6 µM), inactives show at the top dose FP activity change, negative = inhibition, most hits filed as inhibitors; active = well fitted inhibition curve with a large enough effect in the polarisation, with a control signal flat, not every such curve was filed as active; inconclusive = small, poorly fitted or top-dose-only effect, or effect the other way, or a change in a side signal; inactive = no such curve, though single readings can be large or run the other way; the % refers to the polarisation; note: potency is the fitted concentration of half-maximal effect; % of control where 0% means no effect; many of its hits are not listed in these tables
USP2a inh – blocks human ubiquitin-specific protease USP2a. USP2 core, Ub-CHOP2 coupled fluorogenic reporter, 485/531. Potency, µM (series often up to 38.3 µM), for inactives: top-dose activity change, negative = inhibition, usual class: inhibitors. hit rate 0.01% among 330,000. AID 463254;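 note: potency is the fitted concentration of half-maximal effect; plate controls were DMSO wells for no effect and full inhibition by NEM control for full effect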
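Deubiquitinase activity read as fluorescence (485/531 nm) after Ub-CHOP2 cleavage activates the enterokinase reporter on its substrate; USP2 core 10nM, Ub-CHOP2 and substrate 25nM each, 30min compound preincubation then 60min RT; data normalized to NEM, curves fitted.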
PKM2 act – increases activity of human pyruvate kinase M2; P14618; purified PKM2, Kinase-Glo ATP luminescence, activation; response scale: 0% is enzyme alone, no compound; Potency, µM (doses to about 57.5 µM), for the others: at the top dose activation, usual class: activators; hit rate 0.34% among 260,000; AID 1631; note: potency is the fitted concentration of half-maximal effect; % is set by controls: 0 for no effect and ±100 for the full control effect; nearly all actives have a fitted effect of over 55% in size
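Purified hPK-M2 (>95%) run at intermediate activity with 0.1 mM ADP and 0.5 mM PEP in 50 mM imidazole pH 7.2, KCl, MgCl2; 1 h room temperature. ATP formed read by Kinase-Glo luminescence; normalized to uninhibited and no-enzyme controls.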
TRPV1 ag – human TRPV1 agonism; Q8NER1; TRPV1-expressing cells, Fluo-8 calcium influx, agonist mode; activation, % at 8.33 µM; hit rate 0.19% among 320,000; AID 540275; in the data active = activation above about 80%; inconclusive = between about 30% and that limit; note: 0% is about no effect
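TRPV1-expressing cells were cultured overnight at 35.5C and loaded with Fluo-8 calcium dye for 40 to 90 min at room temperature. After a 10 s baseline, compound was added and calcium influx was read kinetically for 3 min (ex 480/em 520 nm).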
hERG WT inh – inhibitors of human wildtype KCNH2 potassium channel; U2OS, BacMam KCNH2, thallium flux FluxOr; stronger effect = lower value; Q12809; hit rate 0.37% among 340,000; AID 720551; activity change, % at 1.84 µM;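 active = maximum activity change below -70%; inconclusive = maximum activity change between -70% and -50%; inactive = maximum activity change above -50%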; note: % is set by controls: 0 for no effect and ±100 for the full control effect
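U2OS cells were transduced with wild-type KCNH2 virus (2.03 x 10^8 / mL) for 4 h at room temperature, then cultured overnight at 37 C. Thallium flux was read with FluxOr dye. Rate constants were normalized to DMSO controls.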
KCNH2 3.1 inh – inhibitors of human KCNH2 3.1 potassium channel isoform. U2OS KCNH2 3.1, thallium flux FluxOr; stronger effect = lower value. activity change, % (tested at about 1.8 µM). hit rate 0.95% among 340,000. AID 720553;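 active = maximum activity change below -70%; inconclusive = maximum activity change from -70% to -50%; inactive = maximum activity change above -50%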;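 note: thallium influx rate constant from kinetic fluorescence after stimulation buffer; % is set by controls: 0 for no effect and ±100 for the full control effect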
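We transduce U2OS cells with the mutant 3.1 virus, culture them overnight, load FluxOr with Red40 quencher for 45 min, then add stimulation buffer and read kinetically for 2 min to derive a normalized rate constant.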
B2AR arrestin – beta2AR (human) beta-arrestin recruitment activity | beta-arrestin recruitment to beta2AR, cell-based reporter | Potency, µM (titrated, usually from 46.1 µM), for the others: at the highest dose activation, most hits filed as activators | hit rate 0.02% among 330,000 | AID 492947;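 note: potency is the fitted concentration of half-maximal effect; 0% = DMSO controls and full agonism = EC100 isoproterenol or metaproterenol; nearly all actives have a fitted effect of over 65% in size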
Target sequence (P07550 whole entry, looked up): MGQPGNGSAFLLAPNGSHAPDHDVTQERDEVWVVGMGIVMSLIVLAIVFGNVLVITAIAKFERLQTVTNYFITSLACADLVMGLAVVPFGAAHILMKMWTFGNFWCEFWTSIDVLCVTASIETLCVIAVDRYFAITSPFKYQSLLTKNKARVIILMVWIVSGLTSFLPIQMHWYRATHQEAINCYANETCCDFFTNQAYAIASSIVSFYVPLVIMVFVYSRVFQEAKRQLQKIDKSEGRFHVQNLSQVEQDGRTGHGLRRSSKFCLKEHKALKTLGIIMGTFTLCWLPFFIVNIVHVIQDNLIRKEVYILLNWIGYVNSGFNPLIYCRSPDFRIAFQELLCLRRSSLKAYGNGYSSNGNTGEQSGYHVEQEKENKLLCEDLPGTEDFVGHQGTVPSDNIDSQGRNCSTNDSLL
CXXC DNA block – MLL CXXC-DNA interaction inhibition; AID 2662; hit rate 0.037% among 290,000; MLL-CXXC / FITC-HOXA9 DNA fluorescence polarization; Potency, µM (top dose mostly 115 µM), for the others: at the highest dose activity change, negative = inhibition, hits mostly inhibitors; Q03164; active = well fitted inhibition curve with a large enough effect in the polarisation, with a control signal flat, not every such curve was filed as active; inconclusive = small, poorly fitted or top-dose-only effect, or effect the other way, or a change in a side signal; inactive = no such curve, though single readings can be large or run the other way; the % refers to the polarisation; note: potency is the fitted concentration of half-maximal effect
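Purified MLL-CXXC (added from a 7 uM solution) was preincubated 5 min at ambient with pinned compounds in 50 mM Tris-HCl pH 7.5, 50 mM NaCl, 1 mM DTT, 0.05% BSA. Fluorescein-labeled HOX-A9 DNA (50 nM solution) followed, 30 min, then polarization read.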
GALK inh – blocks human galactokinase activity | P51570 | Purified GALK, Kinase-Glo residual ATP luminescence | Potency, µM (top dose mostly 57.5 µM), without a hit: at the highest dose activity change, negative = inhibition, actives largely listed as inhibitors | hit rate 0.007% among 270,000 | AID 1868; note: potency is the fitted concentration of half-maximal effect; % is set by controls: 0 for no effect and ±100 for the full control effect
Target sequence (P51570 whole entry, looked up): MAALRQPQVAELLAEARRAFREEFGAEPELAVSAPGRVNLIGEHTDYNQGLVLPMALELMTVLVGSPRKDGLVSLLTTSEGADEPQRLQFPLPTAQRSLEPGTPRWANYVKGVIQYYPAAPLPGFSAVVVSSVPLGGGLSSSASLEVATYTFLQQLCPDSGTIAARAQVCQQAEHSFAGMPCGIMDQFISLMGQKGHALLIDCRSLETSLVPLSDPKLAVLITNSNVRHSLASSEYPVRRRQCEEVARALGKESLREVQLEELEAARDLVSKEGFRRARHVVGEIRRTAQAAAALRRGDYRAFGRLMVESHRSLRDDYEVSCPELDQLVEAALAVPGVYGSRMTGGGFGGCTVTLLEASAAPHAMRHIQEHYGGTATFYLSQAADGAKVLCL
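The enzyme phosphorylates galactose (100 uM) using ATP (35 uM); inhibition is detected as higher residual ATP, quantified by bioluminescence after 1 h reaction at room temperature, pH 8.0.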
Giardia kill – Giardia lamblia killing; Giardia lamblia trophozoite viability; AID 540267; hit rate 0.15% among 340,000; activity change, % at 7.66 µM, hits read low; in the data active = activity change below about -80%; inconclusive = between about -30% and that limit;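 note: parasites exposed to compound for two days anaerobically before the ATP read; % is set by controls: 0 for no effect and ±100 for the full control effect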
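Media and compound were dispensed first, then trophozoites at 100 cells/well; plates sat 48 hrs at 37 deg C without oxygen before ATP luminescence reagent was added and read after 15-30 min at room temperature.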
Numbers without * were called inactive; u = inconclusive; x = no result given; [ ] = another dose, or the depositor's remark. Unless noted, calls come from the whole dose curve; as a rule, active = well fitted curve in the direction sought with a large enough effect; inconclusive = small, poorly fitted or top-dose-only effect, or another doubt; inactive = no such curve, though single readings can be large; an effect the other way counts as inactive or inconclusive. A portion of the library; rates above refer to the full screens.

SMILES,Coupling enz,Menin-MLL TR inh,USP2a inh,PKM2 act,TRPV1 ag,hERG WT inh,KCNH2 3.1 inh,B2AR arrestin,CXXC DNA block,GALK inh,Giardia kill
N#CC1=C(SCC(=O)NC2CCCCC2)NC(=O)CC1c1ccco1 (stereo not given),2,8%,-3%,-3%,0,28,-23,-0.1%,5%,0%,9
COc1cccc(C(=O)C2CCCN(C(=O)c3ccc(C#CC(C)(C)O)cc3)C2)c1 (stereo not given),3,-11%,-1%,0%,0,-8,3,-0.5%,0%,7%,-29
O=C(O)CC1S/C(=N/N=C/c2ccc(-c3ccc(Cl)c([N+](=O)[O-])c3)o2)NC1=O (stereo not given),10,u,4%,4%,-2,-5,1,-0.2%,-1%,4%,5
COC(=O)Cc1ccc(NC(=S)NCc2ccco2)cc1,0,-1%,0%,-4%,-2,4,2,-0.2%,-2%,11%,16
CC(C)N(C(=S)NCc1ccccc1)c1ccccc1,2,-1%,-2%,-10%,9,-5,4,-0.2%,7%,4%,20
CC(=O)c1cc(C(C)=O)c(C)nc1C,0,-16%,1%,-3%,-5,-15,-7,-0.4%,19%,5%,-4
CCN(CC)C(=O)Oc1ccc(NC(C)=O)cc1,1,-4%,1%,-1%,1,1,19,0.1%,0%,-5%,-10
Cc1ccc(-n2ncc3c(N4CCN(c5ccc(F)cc5)CC4)ncnc32)c(C)c1,2,-7%,0%,3%,7,23,-1,-0.2%,11%,1%,10
O=C(Cn1cnc2c(nnn2Cc2ccc(F)cc2)c1=O)NCc1ccco1,1,0%,1%,-1%,-3,5,7,-0.2%,2%,-4%,20
COc1ccc(N(C(=O)c2cccnc2)S(=O)(=O)c2ccccc2)cc1,-6,19%,4%,6%,1,-31,-30,-1.1%,32%[activator],-2%,9
Cc1ccccc1CCN(CC(=O)NCc1ccc(F)cc1)C(=O)c1csnn1,2,x,2%,x,8,-2,-16,-0.3%,4%,5%,6
C=C(C)c1cccc(C(C)(C)NC(=O)NCc2ccc(OC)cc2)c1,0,0%,5%,2%,14,-9,-2,0.2%,3%,1%,2

Retrieved by compound from the list above (2):
SMILES,Coupling enz,Menin-MLL TR inh,USP2a inh,PKM2 act,TRPV1 ag,hERG WT inh,KCNH2 3.1 inh,B2AR arrestin,CXXC DNA block,GALK inh,Giardia kill
CC(C)N(C(=S)NCc1ccccc1)c1ccccc1,2,-1%,-2%,-10%,9,-5,4,-0.2%,7%,4%,20
CCN(CC)C(=O)Oc1ccc(NC(C)=O)cc1,1,-4%,1%,-1%,1,1,19,0.1%,0%,-5%,-10

A different layout for some results above.
Each structure is followed by: Coupling enz, Menin-MLL TR inh, USP2a inh, PKM2 act, TRPV1 ag, hERG WT inh, KCNH2 3.1 inh, B2AR arrestin, CXXC DNA block, GALK inh, Giardia kill
CC(=O)c1cc(C(C)=O)c(C)nc1C
→ 0, -16%, 1%, -3%, -5, -15, -7, -0.4%, 19%, 5%, -4
COC(=O)Cc1ccc(NC(=S)NCc2ccco2)cc1
→ 0, -1%, 0%, -4%, -2, 4, 2, -0.2%, -2%, 11%, 16

More records follow:
SMILES,Coupling enz,Menin-MLL TR inh,USP2a inh,PKM2 act,TRPV1 ag,hERG WT inh,KCNH2 3.1 inh,B2AR arrestin,CXXC DNA block,GALK inh,Giardia kill
O=C1N=C(N2CCOCC2)S/C1=C\c1ccccc1OS(=O)(=O)c1ccccc1,1,x,0%,5%,u,9,-16,-0.6%,-6%,-3%,-15
Cc1ccc(Nc2c([N+](=O)[O-])ccc3c2=NC2(CCCCC2)N=3)cc1,-19,u,0%,2%,26,2,4,2.9%,-17%,7%,7
Cn1c(=O)[nH]c2cc(Cl)cnc21,-2,-2%,11%,3%,1,10,-9,-0.3%,-2%,3%,-8
O=c1cc(N2CCCCC2)[nH]c(=O)n1C1CCCCC1,-7,-8%,-6%,u,22,-7,-11,-0.2%,5%,2%,-1
CC1C(=O)N2CCCc3cc(S(=O)(=O)N4CCN(c5ccccc5F)CC4)cc1c32 (stereo not given),x,x,1%,x,1,-4,-16,0.4%,-11%,-2%,-13
COc1ccc2c(c1)c(C(=O)N/N=C/c1ccc(O)c(O)c1)c(C)n2C,-7,8%,-1%,u,-4,2,-4,-0.2%,-3%,-1%,18
COc1ccc(OC)c(Nc2nc(-c3c(C)nc4ncccn34)cs2)c1,0,-24%,9%,x,29,10,13,0.2%,-10%,-3%,-6
CN=C(NC#N)SCC(=O)c1ccc(Cl)cc1Cl,-1,4%,2%,-2%,2,-7,-8,-0.2%,-15%,-2%,0
Oc1c(C(c2ccccc2)N2CCN(Cc3ccccc3)CC2)sc2ncnn12 (stereo not given),-1,-16%,4%,3%,1,11,6,0.2%,-17%,0%,18
C#CCNC(=O)C1=C[C@@H](c2ccc(Br)cc2)C[C@@H](OCc2ccc(CO)cc2)O1,-1,23%,2%,6%,-3,9,-4,0.0%,-13%,5%,20
Cc1ccc2nc(/C(C#N)=N/O)[nH]c2c1,1,-23%,-1%,-6%,-2,0,-2,-0.4%,3%,-1%,-7
CC(C)(C)OC(=O)N1CCC(c2cc(=O)n3[nH]c(-c4ccc(Cl)cc4)cc3n2)CC1,2,0%[11.7 µM],4%,-16%,x,11,-18,0.4%,10%,1%,7
COCCn1c(SCC(=O)N2CCc3ccccc3C2)nc2cc(Cl)ccc2c1=O,1,-8%,1%,9%,23,1,3,3.2%,12%,0%,4
CCOc1ccc(C(=O)Nc2nnc(S(=O)(=O)Nc3ccccc3C)s2)cc1,11,u,-1%,0%,0,5,-15,0.1%,x,x,-10
Cc1cc(C)cc(-n2c(C)cc(C(=O)CSc3nnnn3C)c2C)c1,1,-2%,0%,-2%,30,-1,3,-0.2%,-10%,2%,4
Cc1ccc(Nc2nc(C3CC3)cs2)cc1,-1,22%,0%,-1%,-1,x,x,0.1%,10%,-1%,x
COc1cccc(OCc2cc(C(=O)NC3CCOCC3)no2)c1,1,0%,1%,x,2,-2,1,0.1%,-15%,2%,-22
O=C(NNC(=S)NC(=O)c1cccc([N+](=O)[O-])c1)c1ccc(O)cc1,-4,u,0%,x,2,-16,18,-0.2%,-18%,x,-3
COc1ccc2oc(C(=O)OC(C)C(=O)N3CCC(C)CC3)c(C)c2c1 (stereo not given),x,x,-1%,x,u,-28,-4,0.4%,x,x,14
O=C(C1CC1)N1CCN=C1SCc1cccc(F)c1,1,-9%,2%,-6%,2,-11,16,-0.2%,-1%,2%,-15
COc1cc(/C=C(\C#N)c2nc3ccccc3s2)ccc1OCC(=O)Nc1ccccc1,-1,0%,4%,-1%,3,52,-7,3.9%,-3%,x,9
COc1ccc(-c2c(=O)n(OCc3ccccc3[N+](=O)[O-])c3ccccc3[n+]2[O-])c(OC)c1,-4,-1%,0%,1%,1,-1,-37,0.5%,0%,0%,-18
CCOc1ccccc1NC(=O)CN(c1ccc(OC)cc1)S(=O)(=O)c1c(C)[nH]c(=O)[nH]c1=O,x,x,1%,x,0,-16,14,0.1%,1%,0%,5
CC1CCN(C(=O)C(=O)Nc2sc3c(c2C(=O)O)CC(C)(C)OC3)CC1,x,x,2%,x,11,-5,1,0.2%,4%,5%,2
CCOc1cc(C(=O)Nc2ncn[nH]2)cc(OCC)c1OCC,3,4%,3%,-1%,3,-7,-14,-0.1%,1%,11%,-24
CNCCCOc1ccc2c(c1)CCC2,3,-7%,-4%,-3%,2,9,-3,-0.2%,-2%,5%,u
COc1cc(NS(=O)(=O)c2ccc(NC(=O)COc3ccccc3Cl)cc2)nc(OC)n1,5,1%,-9%,-15%,-2,7,-15,-0.5%,-18%,0%,-4
COC(=O)c1ccc(N=NNc2ccc(C(=O)OC)cc2)cc1,1,-10%,1%,-3%,2,-11,-4,-1.7%,-5%,-1%,-14
Cc1cc(NC(=O)COc2c(C)cccc2C)no1,3,2%,2%,20%,1,-3,5,-0.7%,-3%,-1%,12
COc1cc(/C=C2/SC(N)=NC2=O)ccc1Oc1ccc([N+](=O)[O-])cc1[N+](=O)[O-],1,u,0%,3%,2,8,2,-0.6%,36%[activator],0%,2
O=c1c2ccccc2ncn1-c1ccc([N+](=O)[O-])cc1[N+](=O)[O-],-3,41%[activator],0%,x,3,9,2,-0.2%,10%,3%,u
